Bioassay records deposited in PubChem by several laboratories.
RSV CPE inhibition = RSV antiviral activity via CPE protection, HEp-2 cells, primary 10 µM value included (AID 2391); CPE inhibition, % at 10 µM, or IC50 in µM where a hit was titrated; 310,000 tested, 0.13% active; HEp-2 cells, RSV-induced CPE inhibition; higher % means a stronger effect; in the data active means a potency from the dose series; inconclusive means CPE inhibition mostly from about 23% at the one dose, without a potency; inactive means the rest, 99 in 100 with CPE inhibition below about 21%; further: strong numbers were not always called active
Siah-1 displacement = Siah-1 peptide-binding antagonists, primary screen, biochemical, fluorescence polarization, rhodamine-plectin, uHTS (AID 1817). displacement, % at 20 µM; hits with a dose series show IC50 in µM. 290,000 tested, 0.02% active. Siah-1 / rhodamine-plectin peptide fluorescence polarization; higher % means a stronger effect;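 active means displacement of at least 50% at 20 µM, with a fluorescence ratio check between 0.3 and a set limit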;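 further: plate controls were Siah plus tracer with DMSO for no effect and tracer alone without Siah for full effect; strong numbers were not always called active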
AID2073 = inhibitors of Mint1-CaV2.2 protein interaction, biochemical, HTRF (AID 2073); HTRF protein-protein interaction, Mint1-CaV2.2; higher % means a stronger effect; 290,000 tested, 0.19% active; inhibition, % at 20 µM; hits with a dose series show IC50 in µM; in the data active means inhibition mostly above about 51%, no sharp cut-off; inconclusive means no clear call, values can overlap the other calls; inactive means mostly below about 53%; further: some results filed as inactive read as strong as hits
XIAP displacement = small molecules displacing peptide from XIAP – biochemical, IAP family, fluorescence polarization (AID 1018). XIAP BIR domain, fluorescence polarization peptide displacement; higher % means a stronger effect. displacement, % at 20 µM; hits with a dose series show IC50 in µM. 200,000 tested, 0.007% active; in the data active means displacement above about 50%; further: a part of the inactive calls stands beside numbers as strong as those of hits
LYP inhibition = PTPN22 lymphoid phosphatase activity blockers – biochemical, fluorescence intensity, uHTS (AID 1779); recombinant LYP phosphatase, fluorescence intensity; higher % means a stronger effect; inhibition, % at 11.5 µM, or IC50 in µM where a hit was titrated; 290,000 tested, 0.054% active; in the data active means inhibition above about 50%;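 further: plate controls were vehicle with enzyme for no effect and no enzyme for full effect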
HIV fusion peptide = inhibitors of HIV fusion peptide binding, primary screen, biochemical, uHTS, fluorescence dequenching (AID 1986); inhibition, % at 20 µM; hits with a dose series show IC50 in µM; 290,000 tested, 0.3% active; cell-free peptide binding, fluorescence dequenching, 30 min; higher % means a stronger effect; in the data active means inhibition mostly above about 52%, no sharp cut-off; inactive means mostly below about 76%; further: some results filed as inactive read as strong as hits
SV40 large T antigen = SV40 large T antigen inhibitors, biochemical (AID 1903); 310,000 tested, 0.39% active; inhibition, % at 20 µM, or IC50 in µM where a hit was titrated; SV40 large T antigen ATPase/helicase inhibition assay; higher % means a stronger effect; in the data active means a potency from the dose series; inconclusive means inhibition mostly from about 32% at the one dose, without a potency; inactive means the rest, 99 in 100 with inhibition below about 32%; further: strong numbers were not always called active
Rac1 GTP hydrolysis = MgcRacGAP GTPase-activating activity inhibitors, confirmation, biochemical, ADP Hunter fluorescence; MgcRacGAP-stimulated Rac1 GTP hydrolysis, ADP Hunter fluorescence; higher % means a stronger effect; GST-tagged Rac1 F28L mutant substrate; inhibition, % at 30 µM; hits with a dose series show IC50 in µM; 340,000 tested, 0.6% active;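 active means first-screen hits whose inhibition reached a set limit at any dose in the follow-up dose series; inconclusive means inhibition above the set first-screen limit but never retested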;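 further: fluorescence reports GDP produced by GAP-driven GTP hydrolysis; strong numbers were not always called active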
Dengue-2 NS5 capping = Dengue-2 NS5 methyltransferase inhibitors, primary screen, biochemical, confirmation dose response (AID 588689). 340,000 tested, 0.3% active. inhibition, % at 25 µM; hits with a dose series show IC50 in µM. Dengue-2 NS5 methyltransferase capping enzyme assay, biochemical; higher % means a stronger effect; in the data active means a potency from the dose series; inconclusive means inhibition above about 29% without an active follow-up result
Dengue-2 NS5 capping pilot replicate = second read-out of Dengue-2 NS5 capping, no call of its own (marks repeat the call); inhibition, %; measured here: pilot screen replicate inhibition
An asterisk follows results filed as active; ? = inconclusive; · = not tested or not shown; & = joins results of further samples; ! = a repeat was not active.

SMILES	RSV CPE inhibition	Siah-1 displacement	AID2073	XIAP displacement	LYP inhibition	HIV fusion peptide	SV40 large T antigen	Rac1 GTP hydrolysis	Dengue-2 NS5 capping	others
O=C(NC(=S)NCc1ccco1)c1cccc(Cl)c1	6.7%	5%	-8%	·	-2%	-1.1%	7%	6%	-5%
O=C(NCCCN1CCCC1=O)Nc1ccc(Cl)cc1Cl	1.3%	12%	4%	·	-3%	0.6%	12%	6%	-1%
COc1cccc(CN(CC(=O)NC2CCCCC2)C(=O)c2csnn2)c1	0.5%	-1%	-6%	·	0%	0.7%	6%	5%	-9%
CC(C)(C)c1ccc(S(=O)(=O)N2CCN(C(=O)C3CCC3)CC2)cc1	8.0%	1%	7%	·	-6%	0.7%	17%	6%	-1%
CCc1cc(=O)[nH]c(SCC(=O)Nc2cc(C)on2)n1	0.2%	·	·	·	·	·	4%	2%	-5%
CCC(C)NC(=O)CSc1c2c(nc3ccccc13)CCCC2 (configuration not stated)	2.6%	4%	-5%	-1.0%	1%	1.0%	0%	1%	2%
Cc1ccc(-c2cc(C(F)F)n3ncc(C(=O)N4CCN(c5cccc(C)c5C)CC4)c3n2)cc1	41%	1%	6%	-3.9%	5%	-2.5%	22%	2%	-13%
N=C1C(c2ccccc2)=C(O)CN1c1cccc(S(N)(=O)=O)c1	2.1%	0%	3%	-2.8%	-1%	1.6%	16%	10%	-5%
CC(=O)c1cccc(OCC(O)CNCCc2ccc(Cl)cc2)c1 (configuration not stated)	-0.2%	-5%	10%	·	-7%	-1.1%	6%	25%	1%
CCOC(=O)c1nnc(-c2ccccc2)nc1Oc1ccc(Cl)cc1	6.5%	-2%	-2%	1.1%	0%	1.7%	22%	1%	-5%
COc1ccc([C@@H]2[C@@H]3C(=O)N(C(C)(C)C)C(=O)[C@@H]3[C@]3(C)C(=O)N(c4ccc(C)cc4)C(=O)N23)cc1	2.5%	5%	-4%	·	-10%	-1.0%	81%	2%	2%
CSc1nc(C)c(C(=O)C[n+]2ccccc2)cc1C#N	-0.2%	0%	20%	·	2%	-0.6%	9%	6%	-8%
O=C(Nc1ccc2c(c1)CCC2)Nc1ccc(F)cc1F	7.2%	-2%	9%	·	-12%	0.2%	-7%	5%	-5%
O=C(COc1ccc(Br)cc1)N(Cc1cccs1)C1CCS(=O)(=O)C1 (configuration not stated)	2.2%	-4%	-3%	·	-6%	-0.4%	12%	7%	7%
O=C(/C=C/c1ccc2c(c1)OCO2)NCCSCc1ccc(Cl)cc1	-0.1%	1%	?	-2.8%	-5%	-2.5%	0%	16%	-2%
Cn1c(/C=C/c2ccccc2[N+](=O)[O-])nc2ccccc2c1=O	2.0%	1%	-9%	·	-11%	7.4%	4%	8%	-6%
O=C(NCc1ccco1)NC12CC3CC(CC(C3)C1)C2	-2.1%	-5%	0%	-4.8%	1%	-1.4%	15%	9%	4%
COc1ccc(CNC(=O)c2ccc(CS(=O)Cc3ccc(Cl)cc3)o2)cc1 (configuration not stated)	?	-3%	-3%	·	-1%	0.5%	·	11%	0%
c1ccc(C(c2nnnn2Cc2cccs2)N2CCN(C3CCCC3)CC2)cc1 (configuration not stated)	1.4%	6%	1%	-1.9%	-1%	1.9%	12%	6%	-3%
CCCCn1c(N)c(N(CCOC)C(=O)c2c(C)noc2C)c(=O)[nH]c1=O	0.3%	·	·	·	·	·	12%	8%	-7%
Cc1cc(F)ccc1S(=O)(=O)Nc1ccccc1C(=O)Nc1ncn[nH]1	0.6%	5%	7%	-1.3%	-9%	-2.3%	19%	15%	-3%
COn1c2c(c3c4nonc4ccc31)CCCC2	-3.0%	-4%	-17%	-5.9%	-9%	12%	14%	14%	34%
CC(=O)NCCCCCCNC(C)=O	2.3%	5%&17%	-3%&-3%	-9.5%&-7.9%	-2%&-8%	-0.2%&0.3%	10%&6%	6%	4%
COc1ccc(Cl)cc1S(=O)(=O)NC(C)C(=O)NCc1ccc2c(c1)OCO2 (configuration not stated)	-1.3%	-2%	14%	·	-8%	-0.7%	-3%	4%	-6%
N#C/C(=C\c1ccc(O)c(O)c1)C(=O)NCCCc1ccccc1	3.7%	-6%	-33%	-8.1%	-3%	22%	21µM*!	?	-13%
NC(=O)c1ccccc1N=Cc1cccnc1	3.0%	·	·	·	·	·	10%	11%	5%
O=C(c1cc(COc2ccccc2)on1)N1CCCC(CN2CCOCC2)C1 (configuration not stated)	·	-1%	27%	·	-7%	1.1%	15%	5%	-11%
CCn1c(CC(=O)Nc2ccc(C)c(Cl)c2)nnc1SCc1ccc(Cl)c(Cl)c1	1.7%	0%	37%	-5.2%	-8%	-0.5%	3%	1%	1%
O=C1c2ccccc2C(=O)N1CCCc1nc2ccccc2c(=O)n1CCCn1ccnc1	1.1%	-1%	-5%	-4.5%	-3%	4.4%	15%	1%	-7%	Dengue-2 NS5 capping pilot replicate=-5.3
CC(=O)Nc1ccc(C(=O)N2CCCC2)cc1	1.1%	-1%	-6%	4.1%	-2%	0.4%	4%	4%	-7%
COc1ccccc1N(C)S(=O)(=O)c1ccc(C(=O)OCC(=O)c2c[nH]c3ccccc23)cc1	9.2%	-3%	-5%	-18%	2%	-1.7%	10%	-1%	-4%
O=[N+]([O-])c1ccc(CN2CCN(c3nc4ccccc4s3)CC2)cc1	14%	-2%	8%	·	-9%	-3.1%	7%	5%	-3%
CCN(CC)S(=O)(=O)N1CCC(C(=O)NC2CCCc3ccccc32)CC1 (configuration not stated)	1.8%	-2%	5%	-8.8%	-11%	0.3%	-3%	-1%	-2%
O=C(Nc1cccc(NC(=O)c2ccco2)c1)c1cccc(Br)c1	2.1%	4%	13%	·	-10%	1.2%	19%	7%	-15%
CCOc1ccccc1NC(=O)CSc1nncc2ccccc12	7.2%	-3%	11%	·	-6%	0.3%	-7%	8%	-7%
CC1CN(C2CCN(C(=O)COc3ccccc3)CC2)CC(C)O1 (configuration not stated)	-0.9%	-3%	9%	-1.8%	-2%	-1.8%	7%	23%	7%
Cc1ccccc1C1=N/C(=C/c2cccnc2)C(=O)O1	0.6%	3%	-5%	-4.6%	-8%	-0.8%	3%	13%	-3%
CCOC(=O)NC1(C(F)(F)F)NC(=O)N(c2ccc(F)cc2)C1=O (configuration not stated)	1.4%	2%	7%	6.5%	-8%	-0.5%	4%	4%	-3%
Cc1cc(C(=O)NCCN2CCCCC2C)n(-c2ccccc2)n1 (configuration not stated)	-0.6%	1%	29%	0.9%	1%	3.0%	1%	-5%	6%
O=C(O)c1cccc(NS(=O)(=O)c2ccc(Oc3ccc(S(=O)(=O)Nc4cccc(C(=O)O)c4)cc3)cc2)c1	0.2%	·	·	·	·	·	13%	3%	14%
O=C1CC(Cc2ccccc2)C(=O)N1c1ccccn1 (configuration not stated)	·	5%	8%	·	-5%	-1.1%	14%	5%	-2%
Cc1c(NC(=O)C(C)N2C(=O)C3C4C=CC(C4)C3C2=O)c(=O)n(-c2ccccc2)n1C (configuration not stated)	0.0%	3%	-8%	-5.8%	-2%	0.9%	0%	14%	-1%
CC(C)CNc1nc(S(=O)(=O)c2ccccc2)c(Cl)s1	11%	-2%	-3%	-2.2%	0%	-0.1%	8%	8%	1%
COCCN(C(=O)Cc1cccs1)C(C(=O)NCc1ccc(OC)cc1)c1ccccc1 (configuration not stated)	1.9%	1%	2%	1.4%	-1%	-0.8%	4%	1%	-3%
CCNC(=O)COC(=O)c1cc(-c2ccccc2)nn1-c1ccccc1	0.8%	4%	-14%	-9.2%	-9%	-0.4%	8%	8%	-1%
O=C1CCCc2c1[nH]c1ccc(CN3CCCCC3)cc21	-2.4%	4%	6%	-5.0%	1%	3.8%	-16%	9%	0%
COc1cccc(NC(=O)c2cccc(C)c2[N+](=O)[O-])c1	1.6%	-2%	5%	-4.5%	-1%	-0.8%	2%	1%	8%
CCc1c(C)nc2ncnn2c1N1CCCC(C(=O)NCc2cccs2)C1 (configuration not stated)	21%	0%	3%	-4.5%	-3%	0.9%	8%	1%	-2%

6 entries picked at random from the list so far, as already listed:
SMILES	RSV CPE inhibition	Siah-1 displacement	AID2073	XIAP displacement	LYP inhibition	HIV fusion peptide	SV40 large T antigen	Rac1 GTP hydrolysis	Dengue-2 NS5 capping	others
CCc1c(C)nc2ncnn2c1N1CCCC(C(=O)NCc2cccs2)C1 (configuration not stated)	21%	0%	3%	-4.5%	-3%	0.9%	8%	1%	-2%
CCNC(=O)COC(=O)c1cc(-c2ccccc2)nn1-c1ccccc1	0.8%	4%	-14%	-9.2%	-9%	-0.4%	8%	8%	-1%
CC(C)CNc1nc(S(=O)(=O)c2ccccc2)c(Cl)s1	11%	-2%	-3%	-2.2%	0%	-0.1%	8%	8%	1%
Cc1ccccc1C1=N/C(=C/c2cccnc2)C(=O)O1	0.6%	3%	-5%	-4.6%	-8%	-0.8%	3%	13%	-3%
O=C(O)c1cccc(NS(=O)(=O)c2ccc(Oc3ccc(S(=O)(=O)Nc4cccc(C(=O)O)c4)cc3)cc2)c1	0.2%	·	·	·	·	·	13%	3%	14%
CCOC(=O)NC1(C(F)(F)F)NC(=O)N(c2ccc(F)cc2)C1=O (configuration not stated)	1.4%	2%	7%	6.5%	-8%	-0.5%	4%	4%	-3%

(listing goes on)
SMILES	RSV CPE inhibition	Siah-1 displacement	AID2073	XIAP displacement	LYP inhibition	HIV fusion peptide	SV40 large T antigen	Rac1 GTP hydrolysis	Dengue-2 NS5 capping	others
COc1ccc(-n2cc(-c3ccccc3)nc2SC)cc1	12%	4%	0%	-4.3%	2%	-1.6%	5%	-7%	-3%
C=C(C)CSc1nnc(-c2ccc(C)cc2)n1N	-1.2%	0%	-7%	-4.5%	-14%	-1.2%	-3%	11%	-3%	Dengue-2 NS5 capping pilot replicate=-3.0
CCCN(CCC)CCCNC(=O)Cn1cnc2sc(C)c(S(=O)(=O)N3CCC(C)CC3)c2c1=O	0.4%	-1%	5%	·	-2%	1.8%	15%	2%	3%
Cc1ccc(N(CC(=O)NC2CCCC2)C(=O)CNC(=O)c2cccs2)cc1F	-0.5%	0%	3%	·	-3%	-1.2%	-5%	4%	-1%
COc1cc(Cl)cc(CN2CCC(CCC(=O)NC3CC3)CC2)c1OC	0.8%	-2%	12%	·	-11%	1.3%	14%	11%	0%
